# EBI2 block: antagonists of human EBI2 receptor | EBI2 beta-arrestin recruitment, luminescence, 7a,25-OHC stimulated | inhibition, % at 5 µM | hit rate 0.81% among 360,000; in the data active = inhibition above about 38%;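 also: enzyme fragment complementation signal reports receptor beta-arrestin coupling in cells; 0% = agonist plus DMSO wells and 100% = wells without agonist; some results beyond the cut were filed as inactive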
# MPTP block: inhibitors of mitochondrial permeability transition pore | isolated mouse mitochondria, Ca2+ swelling absorbance, 30 min | inhibition, % at 10 µM | hit rate 1.4% among 360,000 | AID 602449;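 active = inhibition of 50% or more, scaled per plate between neutral and stimulator controls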;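 also: 0% = DMSO wells given calcium and 100% = 1 mM EGTA wells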
# APOBEC3A inh: human APOBEC3A DNA deaminase inhibition; P31941; recombinant A3A, FAM/TAMRA ssDNA deamination fluorescence; inhibition, % at 20 µM; hit rate 0.41% among 330,000; AID 493011;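 active = at least 40% inhibition at 20 µM here, with at most 30% in a related deaminase screen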;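 also: plate controls were A3A with DMSO for no effect and wells lacking A3A enzyme for full effect; some results filed as inactive read as strong as hits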
# Target sequence (P31941 whole entry, looked up): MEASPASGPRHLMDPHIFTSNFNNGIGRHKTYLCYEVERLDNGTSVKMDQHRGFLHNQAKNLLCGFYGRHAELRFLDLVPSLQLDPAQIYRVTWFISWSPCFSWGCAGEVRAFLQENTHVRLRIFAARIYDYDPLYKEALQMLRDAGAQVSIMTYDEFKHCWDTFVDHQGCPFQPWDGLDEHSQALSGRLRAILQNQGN
# A3G deaminase: inhibitors of human APOBEC3G DNA deaminase; Q9HC16; hit rate 0.28% among 330,000; AID 493012; inhibition, % at 20 µM; recombinant A3G, ssDNA deamination FAM/TAMRA fluorescence;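 active = inhibition of at least 40% at 20 µM, with no more than 30% in the related APOBEC3A deaminase screen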;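 also: plate controls were DMSO wells with A3G for no effect and wells lacking A3G enzyme for full effect; some compounds called inactive have numbers as strong as hits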
# CCR6 antagonist: blocks CCL20-driven beta-arrestin recruitment at human CCR6 | CHO-K1 CCR6 PathHunter beta-arrestin, luminescence, CCL20-stimulated | P51684 | inhibition, % at 20 µM | hit rate 0.49% among 340,000;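 active = compounds whose inhibition of the agonist-driven luminescence signal at 20 µM reaches about 50%, limit read from the data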;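 also: cells stimulated with CCL20 at 14 nM final; plate controls were DMSO with CCL20 for no effect and DMSO without agonist for full effect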
# Target sequence (P51684 whole entry, looked up): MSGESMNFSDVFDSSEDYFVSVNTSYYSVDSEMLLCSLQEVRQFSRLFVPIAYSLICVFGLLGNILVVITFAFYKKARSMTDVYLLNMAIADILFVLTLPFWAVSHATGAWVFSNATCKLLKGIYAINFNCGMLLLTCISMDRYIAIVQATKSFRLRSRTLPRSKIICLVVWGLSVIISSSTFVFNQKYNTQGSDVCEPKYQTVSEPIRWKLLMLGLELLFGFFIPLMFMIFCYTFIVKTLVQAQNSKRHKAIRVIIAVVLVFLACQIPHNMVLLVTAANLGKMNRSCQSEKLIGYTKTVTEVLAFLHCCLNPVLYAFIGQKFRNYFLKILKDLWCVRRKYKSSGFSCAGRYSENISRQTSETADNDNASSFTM
# CXCR6 block: blocks human CXCR6 beta-arrestin recruitment; O00574; CHO-K1 PathHunter CXCR6 beta-arrestin, luminescence; hit rate 0.36% among 360,000; inhibition, % at 20 µM; in the data active = inhibition above about 34%, passing the limit was not always enough;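 also: antagonist mode with CXCL16 agonist at 10 nM final; 0% = 10 nM CXCL16 with DMSO and 100% = unstimulated wells without agonist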
# Target sequence (O00574 whole entry, looked up): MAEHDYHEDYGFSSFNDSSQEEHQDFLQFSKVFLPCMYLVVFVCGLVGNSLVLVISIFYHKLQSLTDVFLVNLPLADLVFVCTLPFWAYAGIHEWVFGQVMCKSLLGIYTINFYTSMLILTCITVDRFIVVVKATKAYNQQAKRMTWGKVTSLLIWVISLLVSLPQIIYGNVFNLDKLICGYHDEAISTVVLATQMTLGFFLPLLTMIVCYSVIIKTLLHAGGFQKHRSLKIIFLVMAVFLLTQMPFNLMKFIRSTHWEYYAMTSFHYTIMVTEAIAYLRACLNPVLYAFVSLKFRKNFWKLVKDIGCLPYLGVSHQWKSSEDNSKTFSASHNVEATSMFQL
# Gli-Sufu block: blocks Gli-Sufu signaling in a luciferase reporter. Sufu-KO-LIGHT fibroblasts, Gli luciferase reporter luminescence. inhibition, % at 5 µM. hit rate 0.74% among 340,000. AID 588413;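 active = inhibition above about 55%, limit read from the data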;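 also: 0% = DMSO-treated cells and 100% = wells with medium but no cells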
# GRIN3A LBD mod: modulators (binders) of human NR3A ligand-binding domain | NR3A LBD differential scanning fluorimetry, Tm shift; 0% = protein alone, 100% = glycine-bound protein | Tm shift relative to glycine control, % at 25 µM | hit rate 2.5% among 340,000;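 active = melting temperature shift of at least 10% of the positive control shift, at one fixed dose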
# Active calls of the source: *; nt = not tested or not shown. Not a hit list; about 5.8% have a hit in one of these screens.
SMILES,EBI2 block,MPTP block,APOBEC3A inh,A3G deaminase,CCR6 antagonist,CXCR6 block,Gli-Sufu block,GRIN3A LBD mod
COC(=O)c1ccc(-c2ccc(Cl)cc2)nc1C,8,0.2,-6,-7,8,-5,-102,0
Cc1cc(C)nc(NC(N)=NCCc2ccccc2)n1,-1,-0.5,nt,nt,15,-6,0,2
O=C(CC12CC3CC(CC(C3)C1)C2)N1CCCC1,-8,0.5,0,-8,14,-13,-5,-3
O=C(CN(C(=O)CNC(=O)c1ccco1)c1ccc(F)cc1)NC1CCCC1,1,-2.4,0,-8,9,5,-6,-2
CCCNC(=O)Cn1cnc([N+](=O)[O-])n1,-8,1.0,0,-4,-7,-4,-2,-3
Cc1ccc(S(=O)(=O)N(C)C)cc1NC(=S)N1CCCCC1CO (centres undefined),2,-0.4,-1,-1,0,3,14,-2
COc1ccccc1N(CC(=O)N/N=C(\C)c1ccc(F)cc1)S(=O)(=O)c1ccccc1,10,0.8,-3,-3,-7,-3,3,1
COCc1cc(SC2CCCCC2)nc(C)n1,-3,-1.2,2,-2,5,0,-14,0
O=c1cc(CO)oc(CN2CCN(c3ccccc3)CC2)c1O,-6,-0.9,-2,-1,-13,-2,2,-1
N#CC1=C(Nc2ccccc2)SC=C(c2ccc(Cl)c(Cl)c2)N=C1N1CCOCC1,15,-0.2,1,-5,19,17,16,-2
C/C=C/C=C/C(=O)[C@@H]1[C@@H]([C@]2(C)OC(=O)C(C)=C2O)[C@H]2/C(=C(O)/C=C/C=C/C)C(=O)[C@]1(C)C(=O)C2(C)O (some centres undefined),-3,2.2,13,11,2,-1,0,1
CC(C)Oc1cccc(NC(=O)c2cnccc2C(F)(F)F)c1,-10,1.7,3,-3,7,8,-4,-1
O=C(CCCn1cncn1)N1CCCC(N2CCN(c3ccccc3F)CC2)C1 (centres undefined),-9,-1.1,4,9,8,0,-10,-1
CCN1C(=O)N[C@@H](c2cccc(F)c2)C(C(C)=O)=C1C,-9,-0.9,-4,-11,10,-8,-9,-1
COC(=O)c1ccccc1NC(=O)Nc1ncccc1C,6,1.1,-1,-6,8,9,-9,0
CCOC(=O)CNC(=O)CNC(=O)c1ccc(OC(C)C)cc1,5,1.0,-3,-3,-3,4,-6,-1
CCOC(=O)[C@H]1[C@H]2COc3ccc(OC)cc3[C@H]2N2C(=O)CN(Cc3ccccc3)C(=O)[C@@]12C,-19,-0.8,nt,nt,-9,6,6,3
O=C(Nc1ccc2nc3n(c(=O)c2c1)CCCCC3)C(=O)N1CCN(c2ccccc2)CC1,-5,-0.5,-2,-1,3,-7,4,3
CCC(C)c1ccc(NC(=O)COC(=O)C2=COCCO2)cc1 (centres undefined),-8,-0.2,-4,5,-6,-6,-16,1
C=CCn1c(C)cc(C(=O)COC(=O)C2CC(=O)N(Cc3ccccc3)C2)c1C (centres undefined),-8,-2.7,-1,2,4,7,-1,3
CC(=O)c1cccc(NC(=S)N2CCN(S(=O)(=O)c3ccccc3)CC2)c1,3,-0.8,-3,-5,4,1,31,0
Cc1nc2ncnn2c(C)c1CCC(=O)NCc1ccco1,-2,1.1,-1,-6,4,5,-1,-1
CCOC(=O)C1=C(C)N=C2SC(C)C(=O)N2C1c1ccc(OCC)c(OCC)c1 (centres undefined),2,-0.9,-2,-6,13,6,2,-5
COc1ccc(CCN2CN(S(=O)(=O)c3ccccc3)c3nc4ccccc4nc32)cc1OC,5,-0.5,1,-4,-4,6,1,2
CN(C)C(=O)CSc1nnc(-c2cnccn2)n1C,-8,0.8,2,2,-3,2,0,1
CCCCCCCOc1ccc(OC(=O)c2ccncc2)cc1,9,3.8,8,4,-10,0,74*,2
CC(C)c1nnc(NC(=O)CCC(=O)NCc2ccccc2Cl)s1,-8,3.6,-3,-3,11,3,-8,-2
Cc1c(C)n(CCCN(C)C)c2ncnc(Nc3ccccc3)c12,-1,0.0,-8,-6,13,-1,nt,-1
O=C(NC1CCN(Cc2ccc(F)cc2)CC1)c1ccccc1,-13,0.0,-5,0,0,-14,-1,0
O=C(NN1C(=O)C2C3C=CC(C4CC34)C2C1=O)c1cccc(Cl)c1 (centres undefined),-9,0.4,-3,-9,-8,-6,9,-23
COc1ccc(-n2c(SCC(=O)Nc3ccc([N+](=O)[O-])cc3OC)nc3ccccc32)cc1,-8,-7.6,-2,-8,3,3,29,-8
O=C(N/N=C/c1c[nH]c2ccc(Br)cc12)c1ccc2c(c1)OCO2,5,-0.1,0,-13,3,-2,-14,31*
O=C(CSc1nnc(Cc2ccccc2)o1)c1cc(F)ccc1F,-5,-1.1,-2,-12,-7,-4,-19,-2
c1ccc2cc3[nH]c(CN4CCOCC4)nc3cc2c1,12,-9.3,-2,-1,-2,4,-4,-1
Cn1c(C(=O)N2CCc3ccccc3C2)cc2oc3ccccc3c21,-4,-1.9,0,0,-13,16,-13,2
CCOc1ccc(C(=O)NC(C(=O)NCc2ccccc2OC)C(C)C)cc1 (centres undefined),0,2.3,-1,-9,2,3,23,-2
CC(CCc1ccccc1)NC(=O)c1ccc(Br)cc1 (centres undefined),11,-1.0,-3,-6,13,2,2,-1
CCOC(=O)c1sc(Nc2nc(OC)cc(OC)n2)nc1C,nt,nt,-2,-8,7,nt,7,-1
O=C(Nc1cccc(F)c1)NC1CCCCC1,2,4.5,2,-10,4,-2,-27,0
S=C(Nc1ccccc1Cl)N(Cc1cccnc1)Cc1ccco1,4,1.3,5,-3,2,0,3,2
O=C(c1ccc(Cl)c(S(=O)(=O)N2CCCCC2)c1)N1CCN(c2ccccc2)CC1,14,-1.1,-2,-6,14,2,12,2
COc1cccc(-c2nc(CS(=O)CC(=O)NCCCOC(C)C)c(C)o2)c1 (centres undefined),5,-3.0,-3,-6,-1,1,6,2
CC(=O)Nc1ccc(S(=O)(=O)NNC(=O)c2ccc([N+](=O)[O-])cc2)cc1,6,0.1,-4,-16,8,-15,-2,2
Cc1ccc(S(=O)(=O)NNC(=S)NCCc2ccccc2)cc1,-4,3.2,-5,-6,6,6,5,1
CCN(CC)C(=O)NCc1c(C)cc(C)cc1C,3,-0.8,0,-3,12,8,2,-1
CCOC(=O)c1oc2ccc(S(=O)(=O)N3CCOCC3)cc2c1C,-11,-2.1,3,-1,-5,1,-8,1
COc1ccc(OC(C)C(=O)NCC2CCCO2)cc1 (centres undefined),-17,-0.2,1,-3,3,-8,-1,9
CCOc1cc2nc(-c3ccc(OC)c(OC)c3)nc(N3CCOCC3)c2cc1OC,nt,nt,3,5,-12,nt,-7,-3
COC(=O)C(NC(=O)CN1C(=O)c2ccccc2C1=O)c1ccc(O)c(OC)c1 (centres undefined),-15,-2.2,-4,-1,-5,3,2,2
COC(=O)c1c(NC(=O)c2ccc(S(=O)(=O)N3CCOCC3)cc2)sc2c1CCN(C)C2,nt,nt,3,4,-9,nt,21,-1
O=[N+]([O-])c1ccc(OCC(O)CN2CCN(c3ccccc3F)CC2)cc1 (centres undefined),0,0.1,-1,1,2,0,17,-3
CC(C)N1CCC2(CC1)Oc1ccc(Br)cc1C1CC(c3cccnc3)=NN12 (centres undefined),8,-3.4,-5,0,-6,14,4,1
COc1ccc(C(CNC(=O)c2[nH]c(C)c(C(C)=O)c2C)N2CCOCC2)cc1 (centres undefined),6,-0.9,-6,-9,-2,-6,3,1
CCCCc1ccc(NC(=O)OC)cc1,11,-5.7,-2,-7,7,3,9,0
COc1cc(/C=N/NC(=S)NC(C)C)ccc1OCC(=O)Nc1c(C)cc(C)cc1C,-12,-0.1,-6,-12,-1,-1,5,0
CC(C)C[C@H](NC(=O)c1nc[nH]c1C(=O)N1CCNCC1)C(=O)OCc1ccccc1,-1,-0.3,-2,-7,-6,-3,-24,-1
OC(Cn1cnnc1)c1ccccc1 (centres undefined),-8,0.3,2,-8,-10,2,27,1
CC(OC(=O)c1cc(=O)[nH]c2ccccc12)C(=O)Nc1ccc(Cl)cn1 (centres undefined),-9,-0.5,-3,-4,-6,3,-3,0
Cc1cc(C)c(O)c(-c2cc(C(=O)Nc3c(C)n(C)n(-c4ccccc4)c3=O)[nH]n2)c1,3,0.6,6,2,14,2,13,1
Cn1c(N)c(C(=O)CSc2nc(C3CC3)n(-c3ccccc3)n2)c(=O)[nH]c1=O,7,-1.2,-2,-7,-6,-3,-1,-1
# Later entries
SMILES,EBI2 block,MPTP block,APOBEC3A inh,A3G deaminase,CCR6 antagonist,CXCR6 block,Gli-Sufu block,GRIN3A LBD mod
CC1=CC(C)C(/C=N/n2cnnc2)C(C)C1 (centres undefined),-3,-10,-3,-5,-4,-1,-20,-1
Cc1cccc(C)c1OCC(=O)Nc1cccc(C(=O)O)c1,-2,1.2,-1,-11,6,-8,-79,0
O=C(CCc1nnc2ccc(NCc3ccccc3)nn12)NC1CCCC1,4,-0.3,-3,-8,12,1,-6,0
O=C(CCN1C(=O)C2C3C=CC(C3)C2C1=O)Nc1ccccc1 (centres undefined),-4,-0.2,-1,-2,-6,2,-2,1
N#Cc1c(-n2cccc2/C=N/O)sc2c1CCCC2,-3,1.2,-1,-6,9,0,-12,2
COc1cccc(N(C(=O)Cn2nnc3ccccc32)C(C(=O)NCc2ccco2)c2cccnc2)c1 (centres undefined),-9,-3.8,nt,nt,-9,0,2,8
O=C(NC1CC(=O)N(c2ccc3c(c2)OCCO3)C1)N1CCCCC1 (centres undefined),1,-0.9,0,0,7,6,-12,2
CCOC(=O)C1CCN(C(=O)C2CCN(c3nn4c(=O)cc(C)nc4s3)CC2)CC1,-9,0.8,-7,-8,8,-4,-14,0
CC(C)CC(NC(=O)C1CCC(C)CC1)C(=O)Nc1ccccc1F (centres undefined),6,1.8,-3,-3,16,1,-21,-2
OC(CNCCNc1ncccc1C(F)(F)F)COc1ccc(F)cc1 (centres undefined),-8,1.9,4,8,-12,-10,10,5
NC(CCC(=O)NC(CS)C(=O)NCC(=O)O)C(=O)O (centres undefined),-4,-2.1,nt,nt,-4,2,-2,1
COc1ccc2ccccc2c1/C=N/NC(=S)Nc1cc(S(=O)(=O)N2CCOCC2)ccc1N1CCOCC1,9,0.0,-1,-6,15,8,7,-10
O=C(O)c1ccc2c(c1)C(=O)N(Cc1ccc3c(c1)OCO3)C2=O,-1,-0.1,-1,-6,-10,5,9,2
Cc1sc2c(c1C)C(=O)/C(=C\Nc1ccccn1)S(=O)(=O)N2C,11,2.1,3,-4,19,-12,7,3
CC(C)CNC(=S)NNC(=O)CC(C)O (centres undefined),-12,-0.1,3,-2,0,0,2,-2

# Ordered by length of the SMILES (rising): some entries from above
SMILES,EBI2 block,MPTP block,APOBEC3A inh,A3G deaminase,CCR6 antagonist,CXCR6 block,Gli-Sufu block,GRIN3A LBD mod
CC1=CC(C)C(/C=N/n2cnnc2)C(C)C1 (centres undefined),-3,-10,-3,-5,-4,-1,-20,-1
O=C(CCN1C(=O)C2C3C=CC(C3)C2C1=O)Nc1ccccc1 (centres undefined),-4,-0.2,-1,-2,-6,2,-2,1
COc1ccc2ccccc2c1/C=N/NC(=S)Nc1cc(S(=O)(=O)N2CCOCC2)ccc1N1CCOCC1,9,0.0,-1,-6,15,8,7,-10

# Next compounds.
SMILES,EBI2 block,MPTP block,APOBEC3A inh,A3G deaminase,CCR6 antagonist,CXCR6 block,Gli-Sufu block,GRIN3A LBD mod
N#C/C(=C/c1cn(CC(=O)O)c2ccccc12)C(=O)Nc1ccccc1,-4,-2.0,2,9,9,2,-5,1
COc1ccc(Cc2nnc(SCC(=O)N(C)CC(=O)Nc3ccc(C)cc3)o2)cc1,-1,-1.4,-3,-11,4,4,-8,4
N#Cc1nc(COc2ccc(F)cc2)oc1N1CCCC1,13,-1.8,3,-1,16,-1,9,-1
COCCNC(=S)N1CCCC(CO)C1 (centres undefined),-4,-1.3,-4,-9,7,3,-4,3
CCOc1ccc(NC(=O)CN(C)C(=O)c2cccnc2Sc2ccc(C)c(C)c2)cc1OCC,1,1.2,-4,-5,14,-2,2,1
O=c1oc2ccccc2c(Nc2cccc(O)c2)c1[N+](=O)[O-],-6,0.6,18,16,21,13,-7,1
